Screening results (PubChem)
A3A deaminase: APOBEC3A ssDNA deaminase inhibitors, primary screen, selectivity assay for APOBEC3G inhibitor project, biochemical, FAM/TAMRA oligo cleavage fluorescence; 330,000 compounds, 0.41% hits; recombinant A3A, FAM/TAMRA ssDNA deamination fluorescence; DNA dC->dU-editing enzyme APOBEC-3A (Homo sapiens), P31941; AID 493011, 2011; inhibition, % at 20 µM;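 active = at least 40% inhibition at 20 µM here, with at most 30% in a related deaminase screen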;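 also: plate controls were A3A with DMSO for no effect and wells lacking A3A enzyme for full effect; some results filed as inactive read as strong as hits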
SENP1 FRET inh: human SENP1 catalytic domain inhibitors, primary screen, biochemical, FRET, uHTS; Sentrin-specific protease 1 (Homo sapiens), Q9P0U3; recombinant SENP1 catalytic domain, CyPet-SUMO1-YPet FRET cleavage; inhibition, % at 10 µM; 360,000 compounds, 0.21% hits;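 active = inhibition at least 30% at 10 µM, raw YFP signal under a set limit, fluorescence ratio 0.5 to 1.5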;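 also: 0% = enzyme with DMSO and 100% = no enzyme wells; some results filed as inactive read as strong as hits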
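Compound: 10 µM single point, 0.5% DMSO; Test system: hSENP1 catalytic domain, recombinant; Timing: 50 min reaction at room temperature; Technique: FRET, CFP and YFP emission; Control set: no-enzyme wells low, DMSO-plus-enzyme wells high control.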
mIAP act: activators of mouse IAP, primary screen, biochemical, luminescence, uHTS; intestinal alkaline phosphatase [Mus musculus]; muIAP, CDP-Star luminescence, 30 min; stronger effect = higher value; 1 = vehicle-only enzyme signal, 0 = enzyme-free wells; activation factor at 10 µM; 330,000 compounds, 0.24% hits;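 active = activation factor of at least 2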; also: the source names both 10 and 20 µM as test concentration; values of inactives mirror those of a sister screen read the other way
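System: Mouse IAP enzyme | Also added: CDP-Star substrate | Dosing: Compounds dispensed in DMSO | Schedule: 30 min enzyme-substrate-compound incubation at room temperature | Technique: Chemiluminescence readout | Control set: DMSO-only wells and no-enzyme negative control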
hIAP act: human IAP activators, primary screen, biochemical, luminescence, uHTS. Intestinal-type alkaline phosphatase (Homo sapiens), P09923. purified human IAP, CDP-Star luminescence, 30 min; stronger effect = higher value; 1 = vehicle-only enzyme, 0 = enzyme-free background. activation factor at 10 µM. 330,000 compounds, 0.16% hits;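 active = activation factor of the enzyme at least 2-fold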; also: the source names both 10 and 20 µM as test concentration; values of inactives mirror those of a sister screen read the other way
Target sequence (P09923 whole entry, looked up): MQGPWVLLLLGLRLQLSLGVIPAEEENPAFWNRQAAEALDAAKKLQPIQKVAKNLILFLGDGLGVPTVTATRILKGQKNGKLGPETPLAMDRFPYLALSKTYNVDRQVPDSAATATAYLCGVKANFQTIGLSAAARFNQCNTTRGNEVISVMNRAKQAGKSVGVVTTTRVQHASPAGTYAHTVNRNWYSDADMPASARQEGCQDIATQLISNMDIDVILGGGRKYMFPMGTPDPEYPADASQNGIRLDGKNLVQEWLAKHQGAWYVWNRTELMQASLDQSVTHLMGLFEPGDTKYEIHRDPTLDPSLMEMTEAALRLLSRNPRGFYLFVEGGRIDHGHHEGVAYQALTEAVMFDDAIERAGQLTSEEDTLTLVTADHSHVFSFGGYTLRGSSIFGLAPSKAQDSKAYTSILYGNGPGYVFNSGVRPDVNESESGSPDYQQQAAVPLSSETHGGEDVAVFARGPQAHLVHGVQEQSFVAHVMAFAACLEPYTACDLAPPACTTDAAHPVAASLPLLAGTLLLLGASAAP
NALP3 yeast inh: NALP3 inflammasome inhibitors in reconstituted yeast, primary screen, luminescence, uHTS. 330,000 compounds, 0.39% hits. inhibition, % at 10 µM. Yeast reconstituted NLRP3/ASC/caspase-1, beta-gal luminescence, 24 h;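 active = inhibition of 50% or more; inactive = inhibition below 50%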;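 also: plate controls were induced DMSO wells for no effect and uninduced yeast grown without galactose for full effect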
beta cell repl: inducers of MIN6 beta-cell proliferation, primary screen, ATP luminescence, uHTS. MIN6 cells proliferation, ATPlite luminescence, 48 h; cells starved in 0.2% serum; 100% = growth in 10% serum. proliferation, % at 10 µM. 330,000 compounds, 0.29% hits. AID 2380, 2010;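 active = compounds whose signal lies at least 3.5 SD above the mean of all wells on their plate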;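 also: 0% = DMSO-treated cells in low-serum medium and 100% = 10% serum control; some compounds called inactive have numbers as strong as hits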
mIAP inh: inhibitors of mouse IAP, primary screen, biochemical, luminescence, uHTS; intestinal alkaline phosphatase [Mus musculus]; purified mouse IAP, CDP-Star luminescence, 30 min; inhibition, % at 10 µM; 330,000 compounds, 0.2% hits; AID 2806, 2010;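 active = inhibition of at least 40% at 10 µM in the primary screen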;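 also: plate controls were DMSO with enzyme for no effect and no enzyme wells for full effect; values of inactives mirror those of a sister screen read the other way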
APOBEC3G inh: APOBEC3G DNA deaminase inhibitors, primary screen, biochemical, fluorescence, single-stranded DNA substrate, uHTS; DNA dC->dU-editing enzyme APOBEC-3G (Homo sapiens), Q9HC16; recombinant A3G, ssDNA deamination FAM/TAMRA fluorescence; inhibition, % at 20 µM; 330,000 compounds, 0.28% hits;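 active = inhibition of at least 40% at 20 µM, with no more than 30% in the related APOBEC3A deaminase screen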;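 also: plate controls were DMSO wells with A3G for no effect and wells lacking A3G enzyme for full effect; some compounds called inactive have numbers as strong as hits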
Target sequence (Q9HC16 whole entry, looked up): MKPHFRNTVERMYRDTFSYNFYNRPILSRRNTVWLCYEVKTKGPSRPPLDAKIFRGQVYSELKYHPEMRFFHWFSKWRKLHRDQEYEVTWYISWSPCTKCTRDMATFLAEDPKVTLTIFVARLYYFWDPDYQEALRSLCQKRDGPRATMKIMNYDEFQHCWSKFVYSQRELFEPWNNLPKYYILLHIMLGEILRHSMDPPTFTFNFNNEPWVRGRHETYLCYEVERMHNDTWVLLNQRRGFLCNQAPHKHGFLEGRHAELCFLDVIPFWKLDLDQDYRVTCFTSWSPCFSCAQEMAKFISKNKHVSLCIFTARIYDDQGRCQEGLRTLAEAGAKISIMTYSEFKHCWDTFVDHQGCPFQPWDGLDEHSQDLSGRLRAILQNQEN
hIAP block: human IAP inhibitors, primary screen, biochemical, luminescence, uHTS; purified IAP, CDP-Star luminescence, 30 min; AID 2544, 2010; 330,000 compounds, 0.12% hits; inhibition, % at 10 µM; Intestinal-type alkaline phosphatase (Homo sapiens), P09923;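 active = inhibition reaching a set limit with compound at 10 µM in the primary screen, cut at about 35% in these data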;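 also: plate controls were DMSO wells with enzyme for no effect and no-enzyme buffer wells for full effect; values of inactives mirror those of a sister screen read the other way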
An asterisk follows results filed as active. The list is partial; the hit share may differ from the screen's.

Order of results: A3A deaminase, SENP1 FRET inh, mIAP act, hIAP act, NALP3 yeast inh, beta cell repl, mIAP inh, APOBEC3G inh, hIAP block
1) CN(Cc1ccccc1)C(=O)COC(=O)/C=C/c1ccc2c(c1)OCO2
 : -3, 2, 0.96, 0.94, 0, -4, 4, -5, 6
2) O=C/C(=C\Nc1ccccn1)c1nc2cc(Cl)ccc2o1
 : -3, -19, 0.98, 0.97, 17, -3, 2, -3, 2
3) Cc1cc(C)n(-c2ccc(C(=O)OC(C)C)cc2)n1
 : -2, 1, 1.1, 1, 34, -3, -7, -6, -3
4) Cc1ccc(-c2nc3c(cnn3-c3ccccc3)c(=O)o2)cc1
 : -2, 5, 0.93, 0.95, 2, -4, 7, -11, 5
5) Cc1ccc(N(C(=O)c2ccncc2)C2C=CS(=O)(=O)C2)cc1 (stereo not given)
 : 1, 3, 0.95, 1, 20, 1, 4, 1, -1
6) CCOc1ccc(S(=O)(=O)Nc2ccc(C(=O)N/N=C(\C)c3ccc(-n4ccnc4)cc3)cc2)cc1
 : -1, 2, 1, 1, 2, -1, -2, 1, -5
7) O=C(CCc1nnc(-c2ccsc2)o1)N1CCCCC1CCn1ccnc1 (stereo not given)
 : -3, 3, 0.95, 1, -2, -2, 5, -3, -2
8) Cc1noc(C)c1CSCC(=O)N(CC(C)C)c1c(N)n(Cc2ccccc2)c(=O)[nH]c1=O
 : 4, -8, 0.99, 0.96, 6, 2, 0, -10, 4
9) O=C(Nc1ccncc1)C1CCN(S(=O)(=O)c2cccs2)CC1
 : -2, 3, 1.1, 1.1, 16, 0, -5, -6, -10
10) Cc1cccc(C)c1N1C(=O)C(Cl)=C(N2CCCC2)C1=O
 : -6, -26, 1.1, 1.1, 33, -2, -8, 1, -7
11) O=C(O)CC1Sc2nc3ccccc3n2C1=O (stereo not given)
 : -1, -2, 0.97, 1.1, 9, -1, 2, 0, -11
12) CSc1ccccc1OCc1cc(C(=O)N2CCN(C)C(c3ccccc3)C2)no1 (stereo not given)
 : -2, 2, 1, 1.1, 31, 2, -5, 8, -10
13) CCOC(=O)N1CCC(Nc2c(NCCCN(C)Cc3ccccc3)c(=O)c2=O)CC1
 : -3, 2, 0.95, 0.98, 5, -2, 5, -5, 2
14) CCC(C)N(C(=O)CSc1nc(-c2ccccc2)cs1)C1CCS(=O)(=O)C1 (stereo not given)
 : -5, 6, 1, 1, 16, -1, -3, -12, -2
15) CCCn1nnc(NC(=O)c2ccc3c(c2)OCO3)n1
 : 7, 0, 1.1, 1, 13, 0, -10, 6, 0
16) COc1ccc(CCCC(=O)N/N=C/c2ccc(C)cc2)cc1
 : -6, 1, 1, 1, 34, -3, -3, -7, -3
17) CCCCCc1c(C)nc(Nc2ccccc2)[nH]c1=O
 : -1, 3, 0.96, 1.1, 14, -1, 4, 2, -8
18) O=C1C2C3C=CC(C3)C2C(=O)N1CCN1CCN(S(=O)(=O)/C=C/c2ccccc2)CC1 (stereo not given)
 : -5, 2, 0.95, 1.1, 15, 1, 5, -11, -13
19) COc1ccc(C)cc1S(=O)(=O)N1CCN(C(=O)c2ncoc2-c2ccc(C)cc2)CC1
 : -2, 0, 0.93, 0.84, -3, 0, 7, -3, 16
20) Cn1c(SCC(=O)NCC2CCCO2)nnc1-c1ccc(Cl)cc1 (stereo not given)
 : -2, 0, 0.98, 1, 19, -2, 2, -3, 0

Just hIAP act and mIAP act, for 2 of the compounds above:
item	smiles	hIAP act	mIAP act
4	Cc1ccc(-c2nc3c(cnn3-c3ccccc3)c(=O)o2)cc1	0.95	0.93
12	CSc1ccccc1OCc1cc(C(=O)N2CCN(C)C(c3ccccc3)C2)no1 (stereo not given)	1.1	1

Additional compounds:
Order of results: A3A deaminase, SENP1 FRET inh, mIAP act, hIAP act, NALP3 yeast inh, beta cell repl, mIAP inh, APOBEC3G inh, hIAP block
21) O=C(CN1CCOc2ccccc21)N1CCC(Cc2ccccc2)CC1
 : -1, -1, 0.95, 0.9, 19, -3, 5, 0, 10
22) CSc1nccc(Oc2cccc(C#N)c2)n1
 : 2, -18, 0.94, 1.1, 17, 1, 6, -6, -11
23) Cc1ccc2nc(SCC(=O)c3ccc4c(c3)OCO4)[nH]c2c1
 : -5, -1, 1.1, 1.1, 18, 0, -11, -5, -11
24) Fc1ccccc1N1CCN(C2CCCN(Cc3ccccc3C(F)(F)F)C2)CC1 (stereo not given)
 : -5, 0, 0.9, 1.1, 25, -1, 10, 6, -11
25) COc1ccc(C(=O)c2c[nH]c(C(=O)NCc3ccco3)c2)cc1
 : -2, 3, 1, 0.82, 15, 0, 0, 3, 18
26) COc1ccc2[nH]cc(CCNC(=O)c3ccccc3Cl)c2c1
 : -1, 0, 1.1, 1.1, 13, -4, -9, 0, -7
27) COc1ccc(-c2[nH]ncc2-c2cscn2)c(O)c1
 : 2, 2, 1, 1.1, 0, -1, -4, -9, -13
28) CCn1c(=O)cc(OCC(=O)NCCCN2CCC(C)CC2)c2ccccc21
 : -1, -1, 1, 0.86, 9, -3, 0, -3, 14
29) COc1ccc(NC(=O)CCc2nnc3ccc(N4CCN(c5cccc(OC)c5)CC4)nn23)cc1
 : 0, 0, 0.9, 1.3, 11, -4, 10, 5, -35
30) Cc1ccccc1C(=O)NCC(=O)OCCOc1ccc(C(C)C)c(C)c1
 : 0, 0, 1.1, 1.1, 20, -2, -9, -10, -8
31) Cc1ccc(NC(=O)C2CCCO2)c(Br)c1 (stereo not given)
 : -4, 2, 0.9, 0.99, 14, 1, 10, -11, 1
32) CC(=O)NCc1ccc(-c2csc(NC(=O)CCc3nc4ccccc4c(=O)[nH]3)n2)s1
 : 0, -4, 0.55, 1, 13, -6, 46*, -6, -2
33) CCOc1ccc2oc(-c3ccccc3)c(C(=O)N3CCN(C)CC3)c2c1
 : 3, 1, 1, 0.97, 10, -1, -5, 2, 2
34) Cc1csc(NC(=O)c2ccc(Cl)nc2)n1
 : -2, 11, 0.97, 0.96, 9, 0, 3, -5, 4
35) COc1ccc(C(=O)CCC(=O)O)cc1
 : 0, 1, 1.1, 0.96, 11, 0, -10, -4, 4
36) C=CCC1c2cccc(C(=O)O)c2C(=O)N1c1ccc(F)cc1 (stereo not given)
 : 3, -1, 0.99, 0.83, 17, -3, 1, -4, 17
37) Cc1cccc(OCCC(=O)Nc2ccccc2C(N)=O)c1
 : 2, 3, 0.99, 1.1, 12, -4, 0, -4, -10
38) CCCCN(CC)CCNc1c(NC2CCN(C(=O)OCC)CC2)c(=O)c1=O
 : -6, -1, 1.1, 0.96, 23, 9, -6, -10, 4
39) CCCCCCCCCCCC(=O)N1CC(=O)NC(=O)C1
 : 2, 0, 0.92, 0.88, 12, -1, 8, 3, 12
40) C[C@H]1CN([C@@H](C)CO)C(=O)Cc2cc(NC(=O)Cc3ccccc3)ccc2O[C@H]1CN(C)S(=O)(=O)c1cccs1
 : -2, -2, 1.1, 1.1, 18, -1, -5, -8, -7

Later entries.
Order of results: A3A deaminase, SENP1 FRET inh, mIAP act, hIAP act, NALP3 yeast inh, beta cell repl, mIAP inh, APOBEC3G inh, hIAP block
41) CCSc1ccccc1C(=O)Nc1nncs1
 : 2, 2, 0.99, 0.91, 0, 2, 1, 2, 9
42) Cc1onc(-c2ccccc2)c1C(=O)NCCc1ccc(S(N)(=O)=O)cc1
 : -1, 1, 0.89, 0.97, 22, 6, 11, -1, 2
43) CCOc1ccc(C2C(C#N)=C(C)NC3=C2C(=O)c2ccccc23)cc1 (stereo not given)
 : 5, -1, 0.91, 0.96, 8, -5, 10, 3, 4
44) Cc1ccccc1OCC(O)Cn1c(NCc2ccco2)nc2c1c(=O)n(C)c(=O)n2C (stereo not given)
 : -6, 3, 1.2, 1.2, 11, 0, -20, -7, -21
45) O=[N+]([O-])c1cc([N+](=O)[O-])c(Oc2ccc(F)cc2F)cc1NN1CCCCC1
 : -2, 2, 0.93, 1, 17, -5, 7, -9, -1
46) C=CCn1c(-c2cccn(Cc3ccc(Cl)cc3Cl)c2=O)n[nH]c1=S
 : -5, 1, 0.99, 1.2, 10, 0, 0, 20, -18
47) C=CCNC(=O)CSc1nc2cc(C(=O)OCC)ccc2n1CC
 : 6, 0, 0.98, 1, 3, -4, 2, -1, 0
48) Cc1ccc(NC(=O)CCS(=O)(=O)c2ccccc2)cc1S(=O)(=O)N1CCCCCC1
 : -3, 1, 1, 0.8, 18, 3, -1, -12, 20
49) Cc1ccc(NC(=S)N(Cc2ccccc2)Cc2cccs2)c(C)c1
 : -2, 3, 1.2, 1.1, 12, -2, -15, -8, -5
50) COc1ccc(NC(=O)c2c(Nc3ccccc3)sc(C(=O)c3ccc(F)cc3)c2N)cc1
 : -1, 5, 0.89, 1, 32, -6, 11, -4, -3
51) CN(C)/C=N/C(=S)Nc1cc(Cl)cc(Cl)c1
 : -4, 1, 0.88, 0.81, 30, -6, 12, -7, 20
52) CCC(Oc1ccccc1)C(=O)Nc1ccc(S(=O)(=O)NCC2CCCO2)cc1 (stereo not given)
 : -1, 2, 0.98, 1.1, -6, -3, 2, -2, -9
53) CCOC(=O)N1CCN=C1SCc1ccc(Cl)c(Cl)c1
 : 1, 2, 0.97, 1, 35, -6, 3, -3, 0
54) O=C(O)c1ccccc1CSc1ccccn1
 : 0, 1, 0.96, 0.93, 19, 2, 4, -7, 7
55) O=C1c2cnccc2CN1Cc1ccccc1
 : -1, 0, 0.92, 0.87, -2, 3, 8, -1, 13
56) CCN(CC)CC(=O)Nc1ccc(-c2ccc(NC(=O)CN(CC)CC)c(OC)c2)cc1OC
 : 1, 3, 1, 1.2, 24, -5, -1, -6, -17
57) NC(=O)C1(N2CCCCC2)CCN(C(=O)c2ccc(C#Cc3ccccc3)o2)CC1
 : -6, -10, 0.95, 1.2, 5, 0, 5, -8, -19
